From PubChem
STAT1 inh – reduces IFN-gamma driven STAT1 reporter signal. AID 920. actives 0.35% (n = 200,000). inhibition, % at 5.5 µM. NIH 3T3 STAT1-luciferase reporter, luminescence;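 active = inhibition above a set limit, the mean inhibition across all tested compounds plus 3 SD, cut at about 34% in these data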;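 also: 0% = IFN-gamma with DMSO and 100% = IFN-gamma with 300 µM nifuroxazide; values of inactives mirror those of a sister screen read the other way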
PPARg SRC1 recr – agonists of human PPARgamma SRC-1 coactivator recruitment; actives 0.41% (n = 200,000); P37231; PPARgamma-SRC-1 coactivator recruitment biochemical assay; activation, % at 8 µM; AID 631; in the data active = activation above about 19%;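 also: 0% = DMSO and 100% = reference agonist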
STAT3 inh – STAT3 signaling inhibition; U3A cells, IL-6 STAT3-luciferase reporter, luminescence; host cell line lacks STAT1; inhibition, % at 5.5 µM; actives 0.89% (n = 190,000);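 active = inhibition above the mean inhibition across all screened compounds plus 3 SD, cut at about 44% in these data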;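 also: 0% = DMSO only wells and 100% = 100 µM nifuroxazide control wells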
SRC2 TRFRET art – flags TR-FRET format artefacts in PPARgamma SRC-2 recruitment agonist screen. TR-FRET ratio at 8 µM. actives 0.4% (n = 200,000). AID 1049. TR-FRET artefact counter-screen; hits give high values; in the data active = TR-FRET ratio above about 2000; also: inactives centre near 1500
bIAP inhibitor – intestinal alkaline phosphatase (bovine) inhibition; AID 1019; inhibition, % at 20 µM; 190,000 tested, under 10 active; purified bovine IAP, CDP-star luminescence, 30 min;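 active = over 50% inhibition of intestinal alkaline phosphatase at 20 µM in the single-dose screen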
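Assay system – bovine IAP enzyme · Quantity – bovine IAP at 1/65,000,000 final dilution · Detection – CDP-star luminescence signal · Times – 30 min reaction at room temperature · Also added – CDP-star substrate at 30 µM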
STAT3 activator – STAT3 signaling activation; activation (% of control), % at 5.6 µM; actives 0.91% (n = 190,000); AID 871; U3A cells, IL-6 STAT3-luciferase reporter, luminescence; 100% = signal with IL-6 EC80 alone;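 active = activation above the screen-wide mean of compound activation plus 3 SD, cut at about 130% in these data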;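 also: 0% = background luminescence of wells with medium and substrate only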
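Material: STAT3-luciferase reporter U3A cells. Controls: IL-6-treated wells, 100% activation. Read-out: % activation versus median of IL-6-stimulated wells. Probe or stimulus: IL-6 stimulus at 33 ng/mL final. Timing: compound 1 h, then IL-6 6 h at 37 °C. Signal: reporter luminescence signal.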
TNAP act hiacc – TNAP (human) activation, high acceptor | P05186 | purified TNAP, CDP-star luminescence, 1 M DEA, 30 min; hits give high values; 0 = EDTA background, 1 = DMSO-only activity | activation factor at 20 µM | 200,000 tested, under 10 active | AID 1136;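 active = activation factor at least 2 at 20 µM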
Target sequence (P05186 whole entry, looked up): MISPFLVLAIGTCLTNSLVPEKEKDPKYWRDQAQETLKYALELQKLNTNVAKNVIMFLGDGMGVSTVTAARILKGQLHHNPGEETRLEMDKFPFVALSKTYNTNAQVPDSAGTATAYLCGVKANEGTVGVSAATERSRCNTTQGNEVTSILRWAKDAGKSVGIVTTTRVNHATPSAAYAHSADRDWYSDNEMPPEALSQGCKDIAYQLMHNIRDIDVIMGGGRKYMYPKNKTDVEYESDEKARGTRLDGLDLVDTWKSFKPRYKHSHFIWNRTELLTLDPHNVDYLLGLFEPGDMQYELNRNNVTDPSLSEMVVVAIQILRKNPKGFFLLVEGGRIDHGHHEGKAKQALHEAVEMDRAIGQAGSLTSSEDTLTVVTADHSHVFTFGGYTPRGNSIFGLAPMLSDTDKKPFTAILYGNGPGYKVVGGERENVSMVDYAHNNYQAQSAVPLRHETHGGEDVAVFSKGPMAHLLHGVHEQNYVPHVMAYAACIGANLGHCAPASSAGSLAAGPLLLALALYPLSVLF
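Assay system: human TNAP; Input: enzyme diluted 1/800 final; Reagent: CDP-star luminogenic substrate at 100 µM final; Timing: 30 min, room temperature; Signal: luminescence; Evaluation: TNAP activation factor scaled between EDTA and DMSO control wells.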
ROMK mod – human ROMK K+ channel modulation, primary screen. P48048. Tet-inducible ROMK, thallium flux fluorescence; actives lie on both sides. B-score at 10 µM. actives 2% (n = 130,000). AID 1918;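 active = signal ratio slope over the read window, or its plate-corrected B-score, at least 3 SD from the plate mean, either direction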;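 also: B-score of the F/F0 ratio slope over 7 to 12 s after thallium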
Target sequence (P48048 whole entry, looked up): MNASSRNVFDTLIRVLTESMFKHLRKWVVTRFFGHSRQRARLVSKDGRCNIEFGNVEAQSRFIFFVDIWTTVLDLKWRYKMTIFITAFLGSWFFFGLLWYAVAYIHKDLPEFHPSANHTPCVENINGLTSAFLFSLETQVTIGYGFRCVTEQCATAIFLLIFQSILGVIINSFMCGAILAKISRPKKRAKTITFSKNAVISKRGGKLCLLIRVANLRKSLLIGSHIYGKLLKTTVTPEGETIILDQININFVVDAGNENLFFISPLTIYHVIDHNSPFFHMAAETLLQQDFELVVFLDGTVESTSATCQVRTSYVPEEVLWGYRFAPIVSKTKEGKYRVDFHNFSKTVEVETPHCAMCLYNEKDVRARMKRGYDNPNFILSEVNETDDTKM
PPARg SRC3 recr – promotes SRC-3 coactivator recruitment by human PPARgamma. biochemical PPARgamma/SRC-3 coactivator recruitment assay. activation, % at 8 µM. actives 0.26% (n = 200,000); in the data active = activation above about 23%;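 also: 0% = DMSO and 100% = reference agonist; some compounds past the cut are filed as inactive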
PPARg SRC-2 ag – promotes SRC-2 coactivator recruitment by human PPARgamma; P37231; PPARgamma LBD-SRC-2 recruitment, biochemical; activation, % at 8 µM; actives 0.34% (n = 200,000); AID 1032; in the data active = activation above about 22%;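 also: 0% = vehicle and 100% = reference agonist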
bIAP activator – intestinal alkaline phosphatase (bovine) activation; actives 0.17% (n = 200,000); purified bovine IAP, CDP-star luminescence, 30 min; hits give high values; fold of DMSO-control signal, blank-subtracted; AID 1016; activation factor at 20 µM;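 active = activation factor of 2 or more at 20 µM, a signal rise over negative controls twice the positive control's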
Starred values were filed as active, the others as inactive; · = not tested or not shown.

1	CCC1(CC)Nc2ccccc2C(=O)N1c1ccc(NC(C)=O)cc1
2	O=C(NN1CCOCC1)c1cnn2c(C(F)F)cc(-c3ccccc3)nc12
3	Cc1ccc(NC(=O)c2cc(C)on2)cc1
4	S=c1[nH]ncn2c1cc1oc3ccccc3c12
5	CCS(=O)(=O)NCC(c1cccnc1)N1CCN(c2ccc(F)cc2)CC1 (centres undefined)
6	Cc1cc(C(=O)N2CCOCC2)n(-c2ccccc2)n1
7	C/C(=N\NC(=O)C(C)Nc1cccc(Cl)c1)c1ccc([N+](=O)[O-])cc1 (centres undefined)
8	O=C(CSc1nnc(Cc2ccccc2)o1)N1CCCC1
9	Cc1nn(CC(=O)Nc2nnc(C(C)C)s2)c(=O)c2ccccc12
10	COc1cc(/C=N/n2cnnc2)ccc1OCc1ccc(C)cc1
assay / compound	1	2	3	4	5	6	7	8	9	10
STAT1 inh	-14	-5	-32	-30	-2	-1	4	-2	-2	-10
PPARg SRC1 recr	8	-7	1	31*	1	-3	-2	3	-7	0
STAT3 inh	8	2	37	30	7	3	1	1	9	1
SRC2 TRFRET art	1581	1465	1545	2319*	1471	1476	1715	1398	1401	1559
bIAP inhibitor	-1	-16	9	-10	-3	-9	24	-5	-1	0
STAT3 activator	99	102	71	79	96	102	97	99	95	104
TNAP act hiacc	1.1	1.1	1	1	1	1	1	1	1.1	1.1
ROMK mod	-0.13	0.03	·	-0.04	0.19	·	-0.2	0.37	-0.012	-0.89
PPARg SRC3 recr	3	-4	0	28*	-10	0	1	3	-2	0
PPARg SRC-2 ag	0	-4	10	37*	-1	-9	8	3	-1	15
bIAP activator	1	1.2	0.9	1.1	1	1.1	0.8	1	1	1

Records listed so far that bear a hit mark in PPARg SRC3 recr.
No.	mol	STAT1 inh	PPARg SRC1 recr	bIAP inhibitor	STAT3 activator	TNAP act hiacc	ROMK mod	PPARg SRC3 recr	PPARg SRC-2 ag	bIAP activator
4	S=c1[nH]ncn2c1cc1oc3ccccc3c12	-30	31*	-10	79	1	-0.04	28*	37*	1.1

Next structures follow.
11	S=C(NCc1ccco1)Nc1ccc(Cl)cc1Cl
12	O=C(Nn1c(Cc2ccccc2)nc2ccccc2c1=O)c1c(O)c2cccc3c2n(c1=O)CCC3
13	NC(=O)CN(N=Nc1cccc([N+](=O)[O-])c1)c1cccc([N+](=O)[O-])c1
14	Nc1ccn(Cc2ccccc2F)n1
15	Cc1noc(C)c1COC(=O)CCC(=O)c1ccc(F)cc1
16	C/C(=N\NC(=O)C(=O)Nc1cccc(Cl)c1)c1ccncc1
17	O=c1c(S(=O)(=O)c2ccc(Cl)cc2)cn(Cc2ccccc2)c2ccc(F)cc12
18	CCNC(=O)CCSc1nc(C)cc(C)n1
19	Clc1cccc(OCCN2CCN(CCOc3cccc(Cl)c3)CC2)c1
20	Cc1ccc(NC(=O)c2cc(S(=O)(=O)NCCc3ccccc3)ccc2F)cc1Cl
assay / compound	11	12	13	14	15	16	17	18	19	20
STAT1 inh	-21	-4	8	-2	-15	21	4	-5	-3	-1
PPARg SRC1 recr	0	-5	7	-4	1	-3	5	4	10	-4
STAT3 inh	-4	6	13	9	0	20	1	11	8	-13
SRC2 TRFRET art	1617	1540	1464	1412	1593	1617	1726	1509	1825	1540
bIAP inhibitor	0	-12	-2	-13	-6	13	6	0	9	14
STAT3 activator	102	103	91	94	101	83	99	92	92	107
TNAP act hiacc	1.1	1	1	1.1	1.1	1.1	1	1	1	1
ROMK mod	-0.32	-0.062	0.33	·	·	0.043	-0.56	0.038	-1.4	·
PPARg SRC3 recr	3	-2	4	-2	-12	-4	3	-1	1	1
PPARg SRC-2 ag	0	-2	9	-7	3	-2	12	4	8	0
bIAP activator	1	1.1	1	1.1	1.1	0.9	0.9	1	0.9	0.9

21	COc1ccc(C)cc1S(=O)(=O)Nc1cccc(SC)c1
22	CCOC(=O)C1=C(C)NC2=C(C(=O)CCC2)C1c1cccs1 (centres undefined)
23	COc1ccc(N(CC(=O)NC(C)C)S(=O)(=O)c2ccc(NC(C)=O)cc2)cc1
24	Cc1nc2sccn2c(=O)c1Cl
25	CC(C)CN(CCC(=O)O)CC(C)C
26	COc1ccc(NC(=O)/C(Cl)=C(/Cl)S(=O)Cc2ccccc2Cl)cn1 (centres undefined)
27	CCOC(=O)c1c(CNc2ccncc2)n(C)c2cc(Br)c(O)cc12
28	CCN1CCN(c2ccc(NC(=O)c3ccc(F)cc3)cc2Cl)CC1
29	CC(Sc1nc(-c2ccc(F)cc2)cs1)C(=O)Nc1ccc(Cl)cn1 (centres undefined)
30	O=C1CN(C(=O)COC(=O)C2=COCCO2)c2ccccc2N1
assay / compound	21	22	23	24	25	26	27	28	29	30
STAT1 inh	-5	6	2	4	-2	-268	-8	-17	1	8
PPARg SRC1 recr	8	-4	3	4	0	3	6	0	3	0
STAT3 inh	4	16	-5	8	6	18	2	8	-2	6
SRC2 TRFRET art	1469	1426	1674	1528	1328	1657	1688	1729	1591	1450
bIAP inhibitor	10	2	3	8	12	5	-16	9	10	6
STAT3 activator	96	90	103	98	96	87	100	99	100	98
TNAP act hiacc	1	1	1	1	1	1	1	1	1	1
ROMK mod	-1.2	-0.38	-1.8	·	·	·	-0.26	-0.59	0.49	·
PPARg SRC3 recr	-1	7	11	20	-1	9	2	-1	1	1
PPARg SRC-2 ag	9	3	7	12	-10	8	6	6	3	-6
bIAP activator	0.9	1	1	0.9	0.9	0.9	1.2	0.9	0.9	0.9

31	COC(=O)[C@@]1(Cc2ccc(F)cc2)[C@H]2c3cc(C(=O)N(C)C)n(CCc4ccccn4)c3C[C@H]2CN1C(=O)c1ccccc1
32	Cc1ccc2cc(CCNC(=O)c3ccc(C)c([N+](=O)[O-])c3)c(=O)[nH]c2c1
33	C/C(=N/NC(=O)c1cnccn1)c1ccncc1
34	Cc1ccc(N)cc1S(=O)(=O)N(C)C
35	Cc1ccc(Cl)c(OCCN2CCCC(C)C2)c1 (centres undefined)
36	Cc1ccc(S(=O)(=O)Nc2ccc(NC(=O)CN3CCCCC3)c(Cl)c2)cc1
37	CCOC(=O)c1[nH]c(C)c(CN(C(C)=O)c2ccc(OCC)cc2)c1C
38	COc1ccc(/C=N/N2CCN(C)CC2)c(OC)c1OC
39	NCc1ccc2[nH]c(=O)[nH]c2c1
40	CCOC(=O)c1sc2nc(N3CCOCC3)c3c(c2c1N)CCC3
assay / compound	31	32	33	34	35	36	37	38	39	40
STAT1 inh	-8	-1	-6	-22	10	-1	19	-4	-1	-3
PPARg SRC1 recr	7	-1	-3	3	1	3	4	9	4	-1
STAT3 inh	-4	-12	15	-1	1	4	0	5	-3	10
SRC2 TRFRET art	1530	1501	1522	1567	1652	1502	1556	1836	1601	1634
bIAP inhibitor	12	-2	8	8	-31	2	-10	4	0	8
STAT3 activator	101	113	96	106	98	101	102	98	104	94
TNAP act hiacc	1.1	1	1	1	1	1	1	1	1	1
ROMK mod	-0.34	0.19	-0.7	-0.55	-0.13	0.92	0.31	·	-0.065	-1
PPARg SRC3 recr	0	1	6	3	0	12	4	4	0	7
PPARg SRC-2 ag	14	-4	4	5	3	11	-1	7	4	-1
bIAP activator	0.9	1	0.9	0.9	1.3	1	1.1	1	1	0.9

41	O=C(Nc1cccc(S(=O)(=O)NC2=NCCCCC2)c1)c1cc(-c2ccccc2Cl)nc2ccccc12
42	COc1ccccc1N1CCN(C(=O)C2CCN(S(=O)(=O)N3CCOCC3)CC2)CC1
43	COc1ccccc1CO/N=C/c1cccn1-c1nccc(N(C)C)c1C#N
44	Cc1ccc(NC(=O)c2[nH]cnc2C(=O)NN)cc1
45	Cc1c(Cl)cccc1Nc1nc(N)nc(CSc2nc3ccccc3s2)n1
46	Cc1cc(=O)c(C(=O)O)nn1-c1ccccc1
47	O=c1/c(=C/c2ccco2)sc2n1CN(c1ccccc1)CN=2
48	Cc1cc(-c2ccccc2)nc(SCC(=O)c2cccc([N+](=O)[O-])c2)n1
49	CCN(C(=O)Cn1cc(C(C)=O)c2ccccc21)c1ccccc1
50	Cc1ccc(S(=O)(=O)c2c(N)n(CCC(C)C)c3nc4ccccc4nc23)cc1
assay / compound	41	42	43	44	45	46	47	48	49	50
STAT1 inh	-3	3	-3	-12	10	1	-8	1	3	0
PPARg SRC1 recr	1	-9	-4	-1	2	-7	3	0	2	1
STAT3 inh	-8	-8	11	14	-1	2	9	16	-2	3
SRC2 TRFRET art	1824	1515	1539	1546	1729	1448	1485	1638	1724	1669
bIAP inhibitor	7	-4	-1	-26	37	-29	14	-3	3	20
STAT3 activator	105	110	95	92	97	100	97	91	106	97
TNAP act hiacc	1	1	1	1	1	1	1.1	1.1	1	1
ROMK mod	-1.2	0.39	0.16	1.5	·	0.0055	0.12	·	0.21	0.19
PPARg SRC3 recr	0	4	-5	-2	10	-3	1	-2	-2	5
PPARg SRC-2 ag	-7	3	-1	-9	12	-8	4	-1	0	8
bIAP activator	0.9	1	1	1.3	0.6	1.3	0.9	1	1	0.8

Some of the entries so far, as a markdown table.
| item | Structure | STAT1 inh | PPARg SRC1 recr | STAT3 inh | SRC2 TRFRET art | bIAP inhibitor | STAT3 activator | TNAP act hiacc | ROMK mod | PPARg SRC3 recr | PPARg SRC-2 ag | bIAP activator |
| --- | --- | --- | --- | --- | --- | --- | --- | --- | --- | --- | --- | --- |
| 44 | Cc1ccc(NC(=O)c2[nH]cnc2C(=O)NN)cc1 | -12 | -1 | 14 | 1546 | -26 | 92 | 1 | 1.5 | -2 | -9 | 1.3 |
| 45 | Cc1c(Cl)cccc1Nc1nc(N)nc(CSc2nc3ccccc3s2)n1 | 10 | 2 | -1 | 1729 | 37 | 97 | 1 | · | 10 | 12 | 0.6 |
| 46 | Cc1cc(=O)c(C(=O)O)nn1-c1ccccc1 | 1 | -7 | 2 | 1448 | -29 | 100 | 1 | 0.0055 | -3 | -8 | 1.3 |

The results go on:
51	O=C(O)C1OC(C(=O)O)C2C1C(F)(F)C2(F)F (centres undefined)
52	Cc1nc2c3ccccc3n(CC(=O)c3ccc(F)cc3)c(=O)n2n1
53	COCCCN1C(=O)c2ccc(C(=O)OCC(=O)N(C)c3ccccc3)cc2C1=O
54	CC(Sc1nc2ccccc2[nH]1)C(=O)Nc1ccc2c(c1)OCCO2 (centres undefined)
55	Cc1ccccc1Cn1cnc2ccccc2c1=O
56	CCOc1ccc(NC(=O)CN2C(=O)CSC(C)C2=O)cc1 (centres undefined)
assay / compound	51	52	53	54	55	56
STAT1 inh	10	4	-4	3	-4	-31
PPARg SRC1 recr	9	1	5	-8	7	2
STAT3 inh	0	22	-4	-5	18	-4
SRC2 TRFRET art	1699	1728	1532	1406	1599	1610
bIAP inhibitor	6	7	-1	-4	11	1
STAT3 activator	104	88	105	107	85	108
TNAP act hiacc	1.1	1	1.1	1.1	1	1
ROMK mod	·	·	0.12	·	-0.52	0.39
PPARg SRC3 recr	6	4	-4	-5	2	-3
PPARg SRC-2 ag	2	9	4	-5	3	3
bIAP activator	0.9	0.9	1	1	0.9	1
